USP2a block: USP2a (human) protease inhibition. USP2 core, Ub-CHOP2 coupled fluorogenic reporter, 485/531. Potency, µM (highest dose often 38.3 µM), inactives show at the top dose activity change, negative = inhibition, most hits filed as inhibitors. O75604. actives 0.01% (n = 330,000);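 note: potency is the fitted concentration of half-maximal effect; plate controls were DMSO wells for no effect and full inhibition by NEM control for full effect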
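USP2 core (10nM final) preincubated 30min RT with compound in 20mM Tris-HCl pH 8.0, 2mM CaCl2, 2mM beta-mercaptoethanol, 0.05% CHAPS; 25nM Ub-CHOP2 plus 25nM reporter substrate added, fluorescence (Ex485/Em531) read after 60min.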
PKM2 act: PKM2 (human) enzyme activation; P14618; purified PKM2, Kinase-Glo ATP luminescence, activation; response scale: 0% is enzyme alone, no compound; Potency, µM (series often up to 57.5 µM), for inactives: at the top dose activation, most hits filed as activators; actives 0.34% (n = 260,000); AID 1631; note: potency is the fitted concentration of half-maximal effect; % is set by controls: 0 for no effect and ±100 for the full control effect; nearly all actives have a fitted effect of over 55% in size
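hPK-M2, >95% pure; 0.1 mM ADP / 0.5 mM PEP final; imidazole pH7.2 buffer w/ 7 mM MgCl2, 50 mM KCl; 1 h RT; Kinase-Glo lum. Intermediate enzyme activity for dual inhibitor/activator qHTS.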
GALK inh: blocks human galactokinase activity; P51570; Purified GALK, Kinase-Glo residual ATP luminescence; Potency, µM (top dose mostly 57.5 µM), without a hit: at the highest dose activity change, negative = inhibition, actives largely listed as inhibitors; actives 0.007% (n = 270,000); note: potency is the fitted concentration of half-maximal effect; % is set by controls: 0 for no effect and ±100 for the full control effect
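ATP-depletion format; final 35 uM ATP, 100 uM D-galactose, 5 nM enzyme; pH 8.0 HEPES/Mg2+ buffer; 60 min RT; luminescence read 10 min after detection reagent.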
Giardia killer: kills Giardia lamblia. Giardia lamblia trophozoite viability. actives 0.15% (n = 340,000). AID 540267. activity change, % at 7.66 µM, hits read low; in the data active = activity change below about -80%; inconclusive = between about -30% and that limit;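 note: parasites exposed to compound for two days anaerobically before the ATP read; % is set by controls: 0 for no effect and ±100 for the full control effect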
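Giardia trophozoites, 100 cells per well, were exposed to compounds for 48 hrs at 37 deg C under anaerobic conditions; viability was then read as ATP content by bioluminescence after 15-30 min at room temperature.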
TRPV1 ag: human TRPV1 agonism; Q8NER1; TRPV1-expressing cells, Fluo-8 calcium influx, agonist mode; activation, % at 8.33 µM; actives 0.19% (n = 320,000); AID 540275; in the data active = activation above about 80%; inconclusive = between about 30% and that limit; note: 0% is about no effect
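Fluo-8 calcium influx in TRPV1-expressing cells, kinetic read (ex 480/em 520 nm). Compound added and read 3 min for agonist activity, followed by capsaicin at EC20 final and 2 min further read for enhancement.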
Coupling enz: inhibits coupling enzyme system, counter-screen for aldolase hits. coupling enzyme system counterscreen, AmpLite Red fluorescence. activity change, negative = inhibition, % at 58.2 µM, hits read low. actives 0.67% (n = 290,000); in the data active = activity change below about -30%; note: % is set by controls: 0 for no effect and ±100 for the full control effect
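Fluorescence at 525 nm excitation and 598 nm emission measured inhibition of the coupled detection system without aldolase. Compounds (at 57.5 uM final) were preincubated 10 min at room temperature with coupling enzyme reagent before a 20 min substrate/AmpLite Red step.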
B2AR arrestin: agonists driving beta-arrestin recruitment to human beta2-adrenergic receptor; P07550; beta-arrestin recruitment to beta2AR, cell-based reporter; Potency, µM (highest dose often 46.1 µM), for inactives: top-dose activation, hits mostly activators; actives 0.02% (n = 330,000); AID 492947;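 note: potency is the fitted concentration of half-maximal effect; 0% = DMSO controls and full agonism = EC100 isoproterenol or metaproterenol; nearly all actives have a fitted effect of over 65% in size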
KCNH2 WT inh: KCNH2 (human, wildtype) channel inhibition | Q12809 | U2OS, BacMam KCNH2, thallium flux FluxOr; stronger effect = lower value | activity change, % at 1.84 µM | actives 0.37% (n = 340,000);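 active = maximum activity change below -70%; inconclusive = maximum activity change between -70% and -50%; inactive = maximum activity change above -50%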; note: % is set by controls: 0 for no effect and ±100 for the full control effect
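U2OS cells transduced with wild-type KCNH2 virus are loaded with FluxOr dye for 45 min, and thallium flux is measured in kinetic reads before and after stimulation buffer. Rate constants are normalized to DMSO controls.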
CXXC DNA block: MLL CXXC-DNA interaction inhibition; MLL-CXXC / FITC-HOXA9 DNA fluorescence polarization; actives 0.037% (n = 290,000); Potency, µM (top dose mostly 115 µM), for inactives: top-dose activity change, negative = inhibition, actives largely listed as inhibitors; active = well fitted inhibition curve with a large enough effect in the polarisation, with a control signal flat, not every such curve was filed as active; inconclusive = small, poorly fitted or top-dose-only effect, or effect the other way, or a change in a side signal; inactive = no such curve, though single readings can be large or run the other way; the % refers to the polarisation; note: potency is the fitted concentration of half-maximal effect
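Steps: dispense CXXC domain solution (7 uM) → pin compounds or unlabeled HOX-A9 DNA control → 5 min ambient → add FLSN-HOX-A9 solution (50 nM) → spin → 30 min ambient → fluorescence polarization. Tris pH 7.5/NaCl/DTT/BSA buffer.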
KCNH2 3.1 block: KCNH2 3.1 (human) potassium channel inhibition; U2OS KCNH2 3.1, thallium flux FluxOr; stronger effect = lower value; activity change, % (tested at about 1.8 µM); actives 0.95% (n = 340,000); AID 720553;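 active = maximum activity change below -70%; inconclusive = maximum activity change from -70% to -50%; inactive = maximum activity change above -50%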;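 note: thallium influx rate constant from kinetic fluorescence after stimulation buffer; % is set by controls: 0 for no effect and ±100 for the full control effect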
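We transduce U2OS cells with the mutant 3.1 virus, culture them overnight, load FluxOr with Red40 quencher for 45 min, then add stimulation buffer and read kinetically for 2 min to derive a normalized rate constant.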
Menin-MLL TR inh: menin-MLL binding inhibition, Texas Red mutant peptide; O00255; Menin + Texas Red MLL mutant peptide, fluorescence polarization; Potency, µM (titrated, usually from 61.6 µM), without a hit: top-dose FP activity change, negative = inhibition, hits mostly inhibitors; actives 0.23% (n = 270,000); AID 1768; active = well fitted inhibition curve with a large enough effect in the polarisation, with a control signal flat, not every such curve was filed as active; inconclusive = small, poorly fitted or top-dose-only effect, or effect the other way, or a change in a side signal; inactive = no such curve, though single readings can be large or run the other way; the % refers to the polarisation; note: potency is the fitted concentration of half-maximal effect; % of control where 0% means no effect; many of its hits are not listed in these tables
* hit, by the source's call; ? = inconclusive; · = no result given; [ ] = dose if it differs, or a comment. Unless noted, calls come from the whole dose curve; as a rule, active = well fitted curve in the direction sought with a large enough effect; inconclusive = small, poorly fitted or top-dose-only effect, or another doubt; inactive = no such curve, though single readings can be large; an effect the other way counts as inactive or inconclusive.

SMILES	USP2a block	PKM2 act	GALK inh	Giardia killer	TRPV1 ag	Coupling enz	B2AR arrestin	KCNH2 WT inh	CXXC DNA block	KCNH2 3.1 block	Menin-MLL TR inh
O=C(N/N=C/c1ccc(-c2ccccc2[N+](=O)[O-])o1)c1cccnc1	4%	10%	-2%	6	4	-12	0.0%	11	7%	-10	17%
CC(C)[C@H](NS(=O)(=O)c1ccc2c(c1)OCCO2)C(=O)OCC(=O)Nc1cccc(Cl)c1Cl	4%	4%	·	-11	2	0	-0.3%	-1	6%	-14	0%
O=C(C1=C(O)C(=O)N(Cc2ccco2)C1c1ccccc1F)c1cccs1 (stereo not given)	4%	-1%	3%	-3	-2	8	-0.1%	-2	-15%	-7	13%
Cc1cc(=O)c(C(=O)O)nn1-c1cccc(C(F)(F)F)c1	3%	-5%	-1%	6	-2	1	0.0%	-3	1%	-3	0%
C#CCOCCOCCOCCNc1nc(N2CCN(C(=O)[C@H](C(C)C)n3cc(CCO)nn3)CC2)nc(N2CCN(C(=O)[C@H]([C@@H](C)CC)n3cc(CCCCN)nn3)CC2)n1	0%	-1%	·	-5	2	1	-1.4%	4	-1%	-2	-7%
COC(=O)c1[nH]c2cccc(OC)c2c1NC(=O)CN1CCC(C(N)=O)(N2CCCCC2)CC1	-4%	0%	-2%	8	-1	-6	-0.1%	-1	8%	7	11%
CCCCC1(C(=O)OC)NC(c2ccc(O)cc2)C2C(=O)N(c3ccccc3)C(=O)C21 (stereo not given)	0%	-1%	-3%	4	-2	0	-0.4%	?	-4%	5	2%
COc1ccc(CN2CCC(n3nccc3NC(=O)C3CC3)CC2)c(OC)c1OC	2%	·	-7%	23	2	·	-0.1%	15	-2%	10	·
Cc1ccc(C(=O)Nc2cccc(C(F)(F)F)c2)cc1NC(=O)c1c[nH]c2cc(C(F)(F)F)ccc2c1=O	7%	·	·	15	·	·	-0.1%	-13	·	-7	·
CCCCNC(=O)CS(=O)Cc1nc(-c2ccc(C)cc2)oc1C (stereo not given)	1%	4%	1%	-12	·	3	-0.2%	4	-7%	-11	9%[11.7 µM]
CCC(C(=O)NC1CCCCC1)N(Cc1cccs1)C(=O)c1snc(C(N)=O)c1N (stereo not given)	0%	0%	-4%	6	3	0	0.1%	-10	23%	16	-6%
CN1C(=O)COc2ccc(C(=O)c3ccccc3C(=O)O)cc21	4%	9%	2%	-8	0	5	-0.7%	19	11%	-11	-1%
COc1ccc(N2CCN(c3cc(C)c4ccccc4n3)CC2)cc1	2%	-1%	0%	15	2	0	0.3%	-6	9%	?	3%
CC1=NN(C(C#N)c2ccccc2O)C(C)(C)C1 (stereo not given)	2%	-4%	4%	-13	1	8	-0.2%	0	3%	2	-10%
O=C(Nc1ccc(CN2CCCCC2)cc1)c1cc(Br)ccc1Cl	1%	7%	-3%	-8	0	2	-1.1%	9	-9%	-29	1%
CC(Nc1ccc(S(=O)(=O)N2CCN(C)CC2)cc1[N+](=O)[O-])c1ccccc1 (stereo not given)	-3%	·	·	1	20	·	0.1%	5	·	9	·
COC(=O)c1ccc(C)c(NS(=O)(=O)c2cn(C)nc2C)c1	0%	-5%	-1%	2	0	·	-0.9%	-7	-3%	4	·
Cc1cc(C)cc(NC(=O)N2CCCN(Cc3c(F)cccc3Cl)CC2)c1	-7%	-2%	·	-8	15	0	-0.5%	23	0%	2	·
Cc1nn(C)c(Cl)c1NC(=O)OCc1ccc(Cl)cc1Cl	1%	2%	-3%	-22	8	-1	-4.7%	4	-1%	-9	9%
CCC(C)NC(=S)N1CCN(Cc2ccccc2)CC1 (stereo not given)	1%	?	1%	11	?	3	0.2%	8	4%	9	4%
CC1CCC(N2CCN(c3ncccn3)CC2)CC1 (stereo not given)	·	-1%	2%	1	1	2	·	-4	7%	0	-10%
O=C(C1=C[C@H](c2coc3ccccc3c2=O)C[C@H](OCc2ccc(CO)cc2)O1)N1CCOCC1	11%	-1%	-3%	-10	3	3	-0.8%	·	-3%	·	0%
CC(=O)Oc1ccc(N(C(C)=O)S(=O)(=O)c2ccc(Cl)cc2)c2ccccc12	-5%	-4%	5%	17	3	2	-0.2%	-7	9%	6	31%[activator]
CCNC(=O)c1ccc(NC(=O)CC2SC(N3CCCCC3)=NC2=O)cc1 (stereo not given)	-1%	·	·	-6	-4	·	-0.1%	-3	·	-12	·
CC(C)CC(NC(N)=O)C(=O)NCc1ccccc1Cl (stereo not given)	-4%	-13%	0%	17	4	3	-0.1%	-3	13%	6	0%

(next part)
SMILES	USP2a block	PKM2 act	GALK inh	Giardia killer	TRPV1 ag	Coupling enz	B2AR arrestin	KCNH2 WT inh	CXXC DNA block	KCNH2 3.1 block	Menin-MLL TR inh
CC(NC(=O)CN1CCCC1)C12CC3CC(CC(C3)C1)C2 (stereo not given)	1%	-3%	0%	4	-1	0	-1.0%	3	0%	-17	7%
C=CCN1C(=O)C(O)=C(C(C)=O)C1c1ccccc1F (stereo not given)	1%	-7%	-3%	8	-2	-18	0.4%	-4	5%	-9	6%
C/C(N)=C(/C#N)C(=O)COC(=O)c1ccccc1O	3%	-1%	-2%	3	-1	1	-0.3%	22	9%	-23	-2%
O=C(Cn1ccc2ccccc2c1=O)Nc1ccc2c(c1)OCO2	2%	2%	1%	-23	-7	0	2.7%	21	10%	-21	-10%
CCOc1ccccc1Nc1ncnc2ccc(Br)cc12	1%	·	·	-8	19	-2	0.2%	1	0%	3	-18%
COc1ccccc1-n1c(C)nc2cc(C(=O)NCc3ccc4c(c3)OCO4)ccc21	-5%	11%	1%	-2	2	1	0.1%	12	15%	4	2%
CCc1nn(CC(=O)NCCCN(Cc2ccccc2)C(C)C)c(=O)c2cc3sccc3n12	2%	-5%	0%	-2	3	1	0.2%	23	13%	-2	-18%
COc1ccc(N2C(=O)CC(N3CCN(c4ccc(Cl)cc4)CC3)C2=O)cc1 (stereo not given)	2%	1%	-1%	-12	-3	0	3.5%	-13	20%	-3	-10%
CC(O)CNCCNCc1cccs1 (stereo not given)	0%	-2%	1%	6	-1	2	-0.1%	-3	35%[activator]	8	2%
CCN(C(=O)CSc1nc2ccccc2c(=O)n1-c1ccc(C)cc1)C1CCS(=O)(=O)C1 (stereo not given)	3%	1%	10%	-1	1	-1	0.5%	3	3%	-5	-16%
CC(C)c1ccc(NC(=O)COC(=O)CCC(=O)c2cccs2)cc1	2%	3%	-2%	-9	?	4	-1.8%	-2	0%	6	-3%
Cc1ccc(C)c(NC(=O)C(Sc2nc3ccccc3c(=O)n2CC(C)C)c2ccccc2)c1 (stereo not given)	2%	8%	-1%	-5	2	-2	-0.8%	34	0%	3	5%
COc1ccc(/C=C2\SC(=S)N(CCC(=O)N3CCCCC3CCO)C2=O)cc1 (stereo not given)	-7%	3%	5%	5	1	-1	0.4%	4	18%	-6	-2%

Retrieved one by one from the entries so far (six):
SMILES	USP2a block	PKM2 act	GALK inh	Giardia killer	TRPV1 ag	Coupling enz	B2AR arrestin	KCNH2 WT inh	CXXC DNA block	KCNH2 3.1 block	Menin-MLL TR inh
C=CCN1C(=O)C(O)=C(C(C)=O)C1c1ccccc1F (stereo not given)	1%	-7%	-3%	8	-2	-18	0.4%	-4	5%	-9	6%
O=C(Cn1ccc2ccccc2c1=O)Nc1ccc2c(c1)OCO2	2%	2%	1%	-23	-7	0	2.7%	21	10%	-21	-10%
CCOc1ccccc1Nc1ncnc2ccc(Br)cc12	1%	·	·	-8	19	-2	0.2%	1	0%	3	-18%
C/C(N)=C(/C#N)C(=O)COC(=O)c1ccccc1O	3%	-1%	-2%	3	-1	1	-0.3%	22	9%	-23	-2%
CC(NC(=O)CN1CCCC1)C12CC3CC(CC(C3)C1)C2 (stereo not given)	1%	-3%	0%	4	-1	0	-1.0%	3	0%	-17	7%
CC(O)CNCCNCc1cccs1 (stereo not given)	0%	-2%	1%	6	-1	2	-0.1%	-3	35%[activator]	8	2%

Source: PubChem (National Center for Advancing Translational Sciences (NCATS))

Not all compounds are listed; the hit share may differ from the screen's.
